Screens: PubChem, National Center for Advancing Translational Sciences (NCATS)
p53ts 39C tox: qHTS Screen for Compounds that Selectively Target Cancer Cells with p53 Mutations: Cytotoxicity of p53ts Cells at the Nonpermissive Temperature. H1299-p53A138V viability at 39C, ATP luminescence, 24 h. Potency, µM (doses to about 46.1 µM), for inactives: at the highest dose activity change, negative = cell killing, most hits filed as cytotoxic. 1.5% of 130,000 active; also: nearly all actives have a fitted effect of over 55% in size
IkB sig inh: IkB Signaling. ABC-DLBCL IkBa-CBG/CBR dual luciferase ratio, 4 h; response scale: scaled: untreated 0%, proteasome inhibitor 100%. Potency, µM (titrated, usually from 57.1 µM), for inactives: at the top dose IkBa stabilization activation. 0.04% of 110,000 active; active = well fitted curve in the direction sought with a large enough effect in the signal ratio, not every such curve was filed as active; inconclusive = small, poorly fitted or top-dose-only effect, or a change in a side signal; the % refers to the signal ratio;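 also: the direction sought is a rising ratio; 0% = basal untreated cells and 100% = reference inhibitor full response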
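Luminescence ratio of IκBα-fused green versus native red beetle luciferase in OCI-Ly3 cells, 4 h post-doxycycline with compound; red signal alone, scaled from basal (0%) to zero light (-100%), flagged nonspecific or cytotoxic effects.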
p53ts 32C kill: qHTS Screen for Compounds that Selectively Target Cancer Cells with p53 Mutations: Cytotoxicity of p53ts Cells at the Permissive Temperature. H1299-p53A138V at 32C, ATP luminescence viability, 24 h. Potency, µM (doses to about 46.1 µM), inactives show at the highest dose activity change, negative = cytotoxicity, actives largely listed as cytotoxic. 0.93% of 130,000 active. AID 924, 2007;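 also: 0% = DMSO and -100% = full killing by reference compound; nearly all actives have a fitted effect of over 55% in size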
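Cells: H1299 p53ts (A138V), 600/well, pre-incubated 16–30 h at 37C. Cpd up to 46 uM, 24 h, 32C. Readout: ATPlite luminescence, 20 min RT. Normalization: DMSO vs tamoxifen 100 uM. AC50 by Hill equation.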
Imprint erasure: qHTS Assay for Compounds that Induce Erasure of Genomic Imprints | mouse ES Peg3-LacZ reporter, beta-gal luminescence, 40 h | Potency, µM (top dose mostly 60.7 µM), without a hit: top-dose activity change, positive = activation, usual class: activators | 0.02% of 110,000 active | AID 1948, 2009;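 also: 0% = negative control wells on the plate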
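Each well holds 300 Peg3LacZ-Neo (maternal) female ES cells incubated 40 h at 37C, 5% CO2. LacZ is measured by BetaGlo luminescence, with AC50 and maximum efficacy derived from dose-response curves.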
* = called active by the depositor; ? = inconclusive; . = not tested or not shown; & = joins results of further samples; [ ] = dose if it differs, or a comment. Unless noted, calls follow the shape of the dose curve; as a rule, active = well fitted curve in the direction sought with a large enough effect; inconclusive = small, poorly fitted or top-dose-only effect, or another doubt; inactive = no such curve, though single readings can be large; an effect the other way counts as inactive or inconclusive. Unless noted, % is scaled to controls: 0 for no effect and ±100 for the full control effect; potency is read from the fitted curve at half-maximal effect.

SMILES	p53ts 39C tox	IkB sig inh	p53ts 32C kill	Imprint erasure
CC(=O)c1cccc(NC(=O)NC2CCCCC2)c1	-21%	-1.0%	-15%	-12%
Cc1nn(-c2nnc(C)c(=O)[nH]2)c(C)c1SCC(=O)Nc1ccc(F)cc1	1%	?	2%	7%
Cc1ccc(-n2c(SCc3ccc(C#N)cc3)nnc2-c2ccccn2)cc1	-13%	-0.6%	0%	-13%
COc1ccc(CNC(=O)c2cc3c(-c4ccccc4F)nn(C)c3s2)c(OC)c1	15%	?	11%	-9%[10.9 µM]
Cc1ccc(NC(=O)Nc2nnc(SCC(=O)N3CCCCC3)s2)cc1	?	-0.3%	1%	-1%[10.9 µM]
COC(=O)c1cccc(C23CC4(C2)[C@H](CN(Cc2ccc(C(F)(F)F)cc2)[C@@H]4c2ccccc2)C3c2ccc(Cl)nc2)c1 (stereo partly specified)	-4%	.	10%	-16%
COc1cc(-c2cc(C(=O)O)c3c(OC)c(OC)c(OC)cc3n2)ccc1O	3%	0.5%	-8%	8%
COC(=O)CN1C(=O)CSc2ccc(S(=O)(=O)Nc3cc(C)ccc3C)cc21	1%	?	16%	2%[10.9 µM]
Cn1cnnc1SCCn1c(N2CCCCC2)nc2c1c(=O)[nH]c(=O)n2C	9%	2.0%	-3%	-1%
CCOC(=O)N1CCN(C(=O)c2ccc(-n3c(=S)[nH]c4ccccc4c3=O)cc2)CC1	-6%	-2.4%	-2%	-13%
Cc1nn(Cc2ccccc2)c2c1C(c1ccccc1)C(C#N)=C(N)O2 (stereo unspecified)	16%	.	1%	.
COc1ccc(CNC(=O)c2cccn2-c2nnc(N3CCCCC3)s2)c(OC)c1	-27%	-1.2%	1%	17%[10.9 µM]
Cc1cccc(OCC(=O)Nc2ccc3c(c2)nc(CCN2CCN(C)CC2)n3C)c1	16%	-0.8%	2%	-3%
COc1ccc(C2Nc3ccccc3-c3cc(C)nn32)cc1OC (stereo unspecified)	-10%	2.0%	25%	-4%[10.9 µM]
Nn1c(COc2cccc(Br)c2)nnc1SCC(=O)N1CCc2ccccc2C1	4%	?	8%	-14%
COc1cccc(Nc2sc(C(=O)c3ccc(Cl)cc3)c(N)c2C(=O)NCc2ccc(C)cc2)c1	-20%	?	0%	-9%[10.9 µM]
Cc1nc(-c2ccccc2)sc1-c1ccc(SCC(=O)NCc2ccc(F)cc2)nn1	-9%	0.5%	6%	5%[10.9 µM]
O=c1c(-c2ccc(O[C@@H]3O[C@H](CO)[C@@H](O)[C@H](O)[C@H]3O)cc2)coc2cc(O)cc(O)c12	-8%	.	-9%	-36%[inhibitor]
Cc1ccc(C2=CC(c3ccc(Cl)cc3)n3nc(-c4ccc(C)cc4)nc3N2)cc1 (stereo unspecified)	-12%	3.9%	-8%	-12%[10.9 µM]
Cc1ccc(S(=O)(=O)N2CCCC(C(=O)NCc3ccco3)C2)cc1Cl (stereo unspecified)	-16%	.	-3%	.
COc1ccc(Cl)cc1NC(=O)c1nc2nc(C)cc(C(F)F)n2n1	-1%	-2.2%	-1%	4%
CC(CCc1ccccc1)NC(=O)c1ccco1 (stereo unspecified)	-11%	.	0%	.
COC(=O)C1=C(C)N(Cc2ccccc2)C2=C3C(=O)CCCC3[C@@](O)(C(=O)OC)C(=O)N2C1c1ccccc1 (stereo partly specified)	8%&-3%[9.22 µM]	.	-3%&-1%[9.22 µM]	.
N#CC1=C(N)C(C#N)(C#N)C(c2cccnc2)C2CCCC=C12 (stereo unspecified)	3%	2.3%	20%	-8%
COC(=O)N1CCC2(CCN(Cc3ccccc3OC)CC2)CC1	-6%	2.8%[11.4 µM]	-4%	.
O=C(CCNS(=O)(=O)c1cccs1)N1CCc2ccccc2C1	-2%	-0.5%	13%	-9%
CCOC(=O)C1CCCN(C(=O)Cn2ncn3c(cc4sc(CC)cc43)c2=O)C1 (stereo unspecified)	?	?	-7%	-9%[10.9 µM]
CCCCNC(=O)C1CCC(CNS(=O)(=O)c2ccc(NC(C)=O)cc2)CC1 (stereo unspecified)	?	-0.5%	-20%	-11%[10.9 µM]
O=C(Cn1ncc2c1-c1ccccc1OC2)N1CCN(Cc2ccc3c(c2)OCO3)CC1	4%	?	5%	-13%
COC(=O)c1cccc(NC(=O)CSc2nc(=O)cc(N)n2-c2ccccc2)c1	0%	3.0%	-4%	-1%
Cc1nnc(SCCn2c(N3CCN(c4ccccc4)CC3)nc3c2c(=O)n(C)c(=O)n3C)s1	?	-0.3%	?	-38%[inhibitor]
O=C(NCc1ccccc1Cl)c1ccc2c(c1)ncn2-c1cccc(F)c1	-5%	?	-12%	-5%[10.9 µM]
CCOc1ccccc1NC(=O)N1CCC(c2nc3ccc(C)cc3[nH]2)CC1	0%	2.7%	4%	-7%
CCCN1CCN(C(c2cc3cc(OCC)ccc3[nH]c2=O)c2nnnn2C2CCCCC2)CC1 (stereo unspecified)	-13%	0.4%	-3%	-17%
NCc1nnn(Cc2ccccc2)c1N	8%[9.22 µM]	-0.2%[11.4 µM]	5%[9.22 µM]	16%[10.9 µM]
COc1ccc(-c2nnc(SCC(=O)Nc3ncc(C)s3)n2-c2ccccc2)cc1OC	-4%	2.0%	6%	-18%
COc1cccc(-n2c(C)nc3c(cnn3-c3ccc(C)cc3)c2=O)c1	-19%	2.8%	0%	-14%
CCn1c(=O)cc(OCC(=O)NCc2cccnc2)c2ccccc21	-14%	-0.1%	2%	-14%
O=c1c2c(-c3ccccc3)ccnc2[nH]n1-c1ccccc1	-13%	13%	-14%	-12%[10.9 µM]
CCN(C(=O)Cn1c(=O)n(Cc2ccccc2)c(=O)c2c1c1cc(OC)ccc1n2C)c1ccccc1	-1%	1.2%	5%	?
CC(=O)N1CCN(c2csc3ccc(Br)cc3c2=O)CC1	-22%	5.1%	-10%	-14%[10.9 µM]
COCCNC(=O)c1c(N)n(-c2cccc(C)c2)c2nc3ccccc3nc12	11%	-2.7%	9%	-9%
O=C(CCCC1=NS(=O)(=O)c2ccccc2N1)N1CCN(c2ccc(Cl)cc2)CC1	-24%	?	?	-23%
COc1ccc(NC(=O)Cn2c(=O)n(-c3ccccc3)c(=O)c3c4c(sc32)CCCC4)c(OC)c1	?	9.9%	-14%	4%[10.9 µM]
O=C(O)c1cc(C(=O)C(=O)c2cc(C(=O)O)c(O)c3ccccc23)c2ccccc2c1O	15%[9.22 µM]	0.0%[11.4 µM]	3%[9.22 µM]	13%[10.9 µM]
O=C(Cn1nc2c(cc1=O)CCCC2)NCc1ccccc1Cl	16%	1.7%	4%	13%[10.9 µM]
CCn1c(SCC(=O)N2CCN(S(=O)(=O)c3ccccc3)CC2)nnc1-c1cccs1	13%	0.9%	-4%	-14%
Cc1ccc(CCNC(=O)c2ccc(CSc3nc4ccncc4n3Cc3ccc(F)cc3)cc2)cc1	?	?	18%	-17%[10.9 µM]
NC/C(=N\O)c1ccc(Cl)cc1Cl	13%	1.8%	3%	-13%
CSc1nnc2c(n1)OC(c1cccc(O)c1Cl)Nc1ccccc1-2 (stereo unspecified)	2%	2.5%	2%	16%[10.9 µM]
CN(C)CCCn1c2ccccc2c2cnccc21	3%[9.22 µM]	1.7%[11.4 µM]	-2%[9.22 µM]	-2%[10.9 µM]
COc1ccccc1NC(=O)CCc1c(C)[nH]c(=O)c(C#N)c1C	6%	3.1%	-5%	-25%
Cc1nn(-c2ccc(Cl)cc2)c2sc(C(=O)N3CCN(c4ccccn4)CC3)cc12	-2%	0.9%	2%	4%
C[C@@H](N=C(N)N)C(=O)O	0%[9.22 µM]	0.9%[11.4 µM]	-1%[9.22 µM]	1%[10.9 µM]
COC(=O)c1sccc1NC(=O)c1c(C)c(-c2cccc(Cl)c2)nc2ccccc12	-20%	.	-4%	.
Cc1cc(C(=O)O)sc1C(N)C(=O)O (stereo unspecified)	-2%	.	5%	-10%
O=C(c1csnn1)N1CCC2(CC1)CCN(c1ccccn1)CC2	2%	1.4%[11.4 µM]	-2%	.
CC(=O)Nc1ccc(S(=O)(=O)N2CCC(N(C)CCC(C)C)CC2)cc1	3%	2.3%	-2%	0%
CC1CCN(S(=O)(=O)c2ccc3c(ccc(=O)n3CC(=O)NCc3ccc(Cl)cc3)c2)CC1	-17%	?	-7%	5%[10.9 µM]
Cc1ccc(C(=O)Nc2ccc3c(c2)N(C)C(=O)c2ccccc2S3)cc1F	-10%	?	4%	-22%[10.9 µM]

Sorted by count of non-hydrogen atoms (low to high): some entries from above
SMILES	p53ts 39C tox	IkB sig inh	p53ts 32C kill	Imprint erasure
CC(CCc1ccccc1)NC(=O)c1ccco1 (stereo unspecified)	-11%	.	0%	.
N#CC1=C(N)C(C#N)(C#N)C(c2cccnc2)C2CCCC=C12 (stereo unspecified)	3%	2.3%	20%	-8%
COc1ccccc1NC(=O)CCc1c(C)[nH]c(=O)c(C#N)c1C	6%	3.1%	-5%	-25%

Single records, from the list above. Order of values: p53ts 39C tox | IkB sig inh | p53ts 32C kill | Imprint erasure
COc1cccc(-n2c(C)nc3c(cnn3-c3ccc(C)cc3)c2=O)c1 as listed: -19% | 2.8% | 0% | -14%
O=C(O)c1cc(C(=O)C(=O)c2cc(C(=O)O)c(O)c3ccccc23)c2ccccc2c1O as listed: 15%[9.22 µM] | 0.0%[11.4 µM] | 3%[9.22 µM] | 13%[10.9 µM]

Following part
SMILES	p53ts 39C tox	IkB sig inh	p53ts 32C kill	Imprint erasure
CC(C)NC(=O)CCCn1c(=S)[nH]c2cc3c(cc2c1=O)OCO3	9%	3.8%	-1%	-11%
CC(=O)NC1=C(OS(=O)(=O)c2ccc(C)cc2)CN(C)C1=O	-25%[9.22 µM]	12%[11.4 µM]	7%[9.22 µM]	-13%[10.9 µM]
COc1ccc(C2C(C(C)=O)=C(C)N=c3s/c(=C\c4ccc5c(c4)OCO5)c(=O)n32)c(OC)c1 (stereo unspecified)	4%	1.3%	3%	2%
COC(=O)c1ccc(C(=O)OC)c(NC(=O)CN2CCN(c3ccccc3)CC2)c1	-11%	0.5%	-9%	-10%
CCOc1ccccc1NC(=O)c1ccc2c(c1)CCN2S(=O)(=O)c1ccc(C)cc1	-18%	1.7%	8%	-10%[10.9 µM]
Cc1c(N(C)C(=O)C23CC4CC(CC(C4)C2)C3)c(=O)n(-c2ccccc2)n1C	-5%	0.4%	-5%	-1%
O=C(Nc1ccccn1)c1cccnc1	5%	0.7%	11%	-23%
Cc1cc(C)nc(Sc2ncnc3sc4c(c23)CCC4)n1	25%	.	8%	.
Cc1ccc(-c2c(CN3CCN(c4cccc(C(F)(F)F)c4)CC3)csc2C)cc1	-19%	?	-3%	-12%[10.9 µM]
COc1cc(CNc2ccc3[nH]c(=O)[nH]c3c2)ccc1OCc1ccccc1F	-1%	3.0%	-4%	-19%[10.9 µM]
Cc1cc(NC(=O)CCCOc2ccc(Cl)cc2Cl)no1	-1%	-1.1%	8%	-11%
COc1ccc2c(c1OC)C(=O)OC2Nc1ccccn1 (stereo unspecified)	6%	-0.3%	1%	13%
Cc1ccc2c(c1)-c1c(cnn1CC(=O)N1CCN(c3cc(Cl)ccc3C)CC1)CO2	10%	?	-4%	-10%[10.9 µM]
CN(C)C(N)=NCCC[C@H](N)C(=O)O	17%	-3.6%	18%	-8%
CCOc1ccccc1Nc1sc(C(=O)c2ccccc2)c(N)c1C(=O)Nc1ccccc1	-20%	26%	13%	?
O=C(OC(C(=O)NC1CCCC1)c1ccccc1F)c1ccco1 (stereo unspecified)	-1%	1.0%	6%	-13%
O=C(COc1ccc2oc3c(c2c1)CCCC3)Nc1ccc(Cl)cc1	-8%	?	-1%	-10%[10.9 µM]
Cc1ccccc1-c1nc(CN2CCC(C(=O)O)CC2)c(C)o1	3%	0.3%	1%	0%
CC(C)C(c1nnnn1Cc1ccccc1)N1CCN(Cc2ccco2)CC1 (stereo unspecified)	10%	1.5%	6%	-26%
Cc1ccc(NC(=O)c2nc(S(C)(=O)=O)ncc2N(Cc2ccco2)Cc2cccs2)cc1C	4%	?	-1%	-16%[10.9 µM]
CC(C)=C1C2C=CC1C(C(=O)Nc1cccc(C)c1)C2C(=O)O (stereo unspecified)	4%	5.9%	-3%	-10%
N#Cc1cc2c(=O)n3ccccc3nc2n(-c2nnc(SCc3ccc(F)cc3)s2)c1=O	-7%	-0.8%	11%	9%[10.9 µM]
